# Source: PubChem
# p53ts 32C kill: cytotoxicity in p53ts cells at permissive temperature; 130,000 compounds, 0.93% hits; H1299-p53A138V at 32C, ATP luminescence viability, 24 h; Potency, µM (series often up to 46.1 µM), inactives show at the highest dose activity change, negative = cytotoxicity, actives largely listed as cytotoxic;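 further: 0% = DMSO and -100% = full killing by reference compound; nearly all actives have a fitted effect of over 55% in size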
#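 H1299-p53 A138V cells (temperature-sensitive p53) exposed 24 h to up to 46 uM compound at 32C, where p53 is wild-type in conformation. Viability read as ATP luminescence and normalised to DMSO and 100 uM tamoxifen. AC50 fitted with the Hill equation.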
# Imprint erasure: induces erasure of genomic imprints in mouse ES cells. AID 1948. 110,000 compounds, 0.02% hits. Potency, µM (titrated, usually from 60.7 µM), without a hit: at the top dose activity change, positive = activation, actives largely listed as activators. mouse ES Peg3-LacZ reporter, beta-gal luminescence, 40 h;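 further: 0% = negative control wells on the plate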
#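 Each well holds 300 Peg3LacZ-Neo (maternal) female ES cells incubated 40 h at 37C, 5% CO2. LacZ is measured by BetaGlo luminescence, with AC50 and maximum efficacy derived from dose-response curves.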
# p53ts 39C kill: cytotoxicity in p53ts cells at nonpermissive temperature | 130,000 compounds, 1.5% hits | H1299-p53A138V viability at 39C, ATP luminescence, 24 h | Potency, µM (series often up to 46.1 µM), for inactives: top-dose activity change, negative = cell killing, hits mostly cytotoxic; further: nearly all actives have a fitted effect of over 55% in size
# IkB signaling: suppresses IkB signaling in ABC-DLBCL reporter cells; ABC-DLBCL IkBa-CBG/CBR dual luciferase ratio, 4 h; response scale: scaled: untreated 0%, proteasome inhibitor 100%; Potency, µM (highest dose often 57.1 µM), for inactives: top-dose IkBa stabilization activation; 110,000 compounds, 0.04% hits; active means well fitted curve in the direction sought with a large enough effect in the signal ratio, not every such curve was filed as active; inconclusive means small, poorly fitted or top-dose-only effect, or a change in a side signal; the % refers to the signal ratio;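 further: the direction sought is a rising ratio; 0% = basal untreated cells and 100% = reference inhibitor full response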
#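 Luminescence ratio of IκBα-fused green versus native red beetle luciferase in OCI-Ly3 cells, 4 h post-doxycycline with compound; red signal alone, scaled from basal (0%) to zero light (-100%), flagged nonspecific or cytotoxic effects.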
# * hit, by the source's call; ? = inconclusive; · = no result given; & = joins results of further samples; [ ] = another dose, or the depositor's remark. Unless noted, the call rests on the fitted dose curve; in most records, active means well fitted curve in the direction sought with a large enough effect; inconclusive means small, poorly fitted or top-dose-only effect, or another doubt; inactive means no such curve, though single readings can be large; an effect the other way counts as inactive or inconclusive. Unless noted, on the % scale 0 is the no-effect control and ±100 the full control effect; potency means the concentration at half of the fitted maximal effect.
SMILES,p53ts 32C kill,Imprint erasure,p53ts 39C kill,IkB signaling
O=C(c1cc2sccc2n1Cc1ccccc1)N1CCc2ccccc21,5%,-12%,-2%,2.6%
Cc1cc(C)n2nc(SCC(=O)N(C)Cc3ccccc3)nc2n1,16%,-3%,7%,0.1%
COc1ccc(Cn2c(SCC(=O)N3CCN(c4ccc(F)cc4)CC3)nc3ccccc32)cc1,6%,-8%[10.9 µM],?,-0.6%
COCCCNC(=O)C1CCN(c2cc(C)nc3c(-c4ccc(OC)c(OC)c4)c(C)nn23)CC1,10%,-9%[10.9 µM],-2%,-0.9%
Cc1ccc(N(CC(=O)NCCc2ccc(Cl)cc2)S(=O)(=O)N(C)C)cc1,11%,-7%[10.9 µM],-6%,3.2%
O=C(CCNc1cc(Cl)cc(Cl)c1)c1ccco1,-1%,-11%,4%,-1.0%
COc1ccccc1-n1cnc2cc(C(=O)NCCCN3CCOCC3)ccc21,-14%,-12%,1%,-1.2%
Cc1ccc2c(CC(=O)O)coc2c1,-2%,-4%,-1%,-0.5%
CCC1(C)N(O)C(C)(C)C(c2ccc(OC)cc2)=[N+]1[O-] (stereo not drawn),4%,4%,4%,-0.9%
CCCCSCCCNC(=O)c1cn(C)c2ccc(S(=O)(=O)N3CCCC3)cc2c1=O,0%,-8%[10.9 µM],8%,-2.1%
Cc1ccccc1-c1n[nH]c(=S)o1,-1%,·,-2%,-0.1%
CCC1=Nc2cc(C(=O)NCc3ccc(C)cc3)ccc2Sc2ccc(C)cc21,24%,-9%[10.9 µM],-10%,-2.1%
COc1cccc(CSc2nc3sc(C)c(C)c3c(=O)n2Cc2ccco2)c1,-5%,-29%,7%,4.3%
Cc1cc(C)cc(NC(=O)CSc2oc(-c3ccccc3)nc2S(=O)(=O)c2ccccc2)c1,-17%,-15%[10.9 µM],?,?
C[N+](C)(N)Cc1csc(-c2ccc(Cl)cc2)n1,-3%[9.22 µM],-1%[10.9 µM],-1%[9.22 µM],1.4%[11.4 µM]
COc1ccc(N2CCN(C(=O)CC(NC(N)=O)c3cccc(Oc4ccccc4)c3)CC2)cc1 (stereo not drawn),-2%,-10%,-7%,4.7%
CCc1ccc(-n2c(=O)c3c4c(sc3n(CC(=O)NCCCOC)c2=O)CCC4)cc1,0%,-4%[10.9 µM],24%,3.4%
Cc1noc(C)c1-c1ccc2ncnc(NCc3cccs3)c2c1,-12%,-7%,-15%,?
CCOc1ccc(S(=O)(=O)Nc2cc(Cl)ccc2O)cc1,39%[activator],-8%,2%,?
CSc1nc(-c2ccco2)nn1C(=O)Cc1ccccc1,9%,-3%,4%,0.9%

# Compounds listed so far with two or more sulfur atoms, in the order listed:
SMILES,p53ts 32C kill,Imprint erasure,p53ts 39C kill,IkB signaling
CCCCSCCCNC(=O)c1cn(C)c2ccc(S(=O)(=O)N3CCCC3)cc2c1=O,0%,-8%[10.9 µM],8%,-2.1%
COc1cccc(CSc2nc3sc(C)c(C)c3c(=O)n2Cc2ccco2)c1,-5%,-29%,7%,4.3%
Cc1cc(C)cc(NC(=O)CSc2oc(-c3ccccc3)nc2S(=O)(=O)c2ccccc2)c1,-17%,-15%[10.9 µM],?,?

# New compounds follow.
SMILES,p53ts 32C kill,Imprint erasure,p53ts 39C kill,IkB signaling
C=CCn1c(Cc2nc3ccc(Cl)cc3[nH]2)n[nH]c1=S,2%,-39%[inhibitor],-1%,9.9%
CC(=O)Nc1nc(C)c(-c2csc(Nc3ccc(O)cc3)n2)s1,-1%,-12%,2%,?
CCc1ccc(-c2[nH]nc3nc(-c4ccc(OC)cc4)cc(C(=O)NCCc4ccc(OC)c(OC)c4)c23)cc1,5%,?,-6%,2.2%
CCCCc1[nH]nc2c1C1(C(=O)N(CC)c3ccccc31)C(C#N)=C(N)O2 (stereo not drawn),-3%,-9%,21%,2.1%
O=C(NCc1ccc(F)cc1)c1cc2c(=O)n3ccccc3nc2s1,12%,20%[10.9 µM],9%,2.0%
CCOc1ccccc1N(CC(=O)O)S(=O)(=O)c1ccc(C)cc1,1%,-5%,9%,0.7%
Cc1nc2cccc(C(=O)NCc3ccccc3)c2o1,-1%,-8%,-4%,?
C=CCn1c(SCC(=O)NCc2ccco2)nc2sc3c(c2c1=O)CCC3,4%,-19%,-4%,1.2%
COc1cccc(C2/C(=C(\O)c3c(C)nc4c(C)cccn34)C(=O)C(=O)N2CCCN(C)C)c1 (stereo not drawn),0%,-6%,2%,0.6%
CC(=O)c1cccc(NC(=O)c2cc(-c3ccc4c(c3)OCCO4)on2)c1,1.3µM*,-8%[10.9 µM],2.5µM*,?
Cc1ccc2c(c1)N(Cc1ccc3c(c1)OCO3)C(=O)C(C)O2 (stereo not drawn),4%,-9%,1%,2.5%
COc1ccc(C2C=C(c3ccc(Br)s3)Nc3ncnn32)cc1OC (stereo not drawn),-14%,-6%,-13%,?
Cc1nn2c3ccccc3n(C)c2nc1=O,3%,·,-5%,·
Cn1c(SCC(=O)N2c3ccccc3Sc3ccc(Cl)cc32)nnc1-c1ccco1,8%,-2%,-12%,?
COc1c2c(c3c(c1CCC(=O)O)OC(C)(C)C=C3)OC(C)(C)C=C2,-5%[9.22 µM],-4%[10.9 µM],-10%[9.22 µM],1.0%[11.4 µM]
Cc1ccc(-c2nnc(SCC(=O)N3CCCc4ccccc43)n2N)cc1,4%,-13%,-6%,2.3%
CC1CCCC(C)N1C(=O)Nc1cccc(Cl)c1 (stereo not drawn),-15%,7%,6%,-3.1%
COc1ccc(S(=O)(=O)N2CCOCC2)cc1C(=O)Nc1ccon1,4%,6%,-1%,3.1%
CCOC(=O)N1CCC(c2nc(C)sc2C(=O)O)CC1,7%,1%,-1%,1.7%
Cc1ccc(NCc2nnc(SCC(N)=O)n2CCc2ccccc2)cc1,-6%,10%,4%,-1.0%
Cc1c2cnn(CC(=O)O)c(=O)c2c(C)n1Cc1cccc(Cl)c1,1%,6%[10.9 µM],-9%,1.1%
CCN1C(=O)/C(=C/N2CC(C)CC(C)C2)SC1=S (stereo not drawn),10%,5%,12%,-1.1%
O=C(Nc1ccc2c(c1)OCCO2)NC12CC3CC(CC(C3)C1)C2,?,-11%,-29%,-0.1%
CCCCOc1cccc(C2(C(=O)O)CCCC2)c1,-4%,-22%,2%,0.5%
Cn1c(C(=O)NCCN2CCc3ccccc3C2)cc2c(=O)n(C)c3ccccc3c21,7%,-12%,-1%,?
Cc1cc2n(n1)C(c1cn(-c3ccccc3)nc1C)Nc1ccccc1-2 (stereo not drawn),15%,-12%,-3%,-0.2%
COc1cc(NS(=O)(=O)c2cc(Br)cc3c2N(C(C)=O)C(C)C3)cc(OC)c1 (stereo not drawn),10%,-24%[10.9 µM],7%,-2.3%
Cc1ccccc1-c1nc(CS(=O)(=O)CC(=O)NCCCN2CCCC2=O)c(C)o1,0%,-9%,7%,-0.2%
CCN1CCN(Cc2c(O)ccc3cc(-c4ccc(OC)cc4)c(=O)oc23)CC1,-12%,-10%[10.9 µM],-16%,0.0%
CCN(CC)S(=O)(=O)c1ccc2oc(C(=O)NC(C)C)c(C)c2c1,-13%,-6%,3%,-1.9%
Cn1nc(CC(=O)NCCN2C(=O)CSC2=O)c2ccccc2c1=O,0%,16%,11%,0.5%
Cc1oc(C(=O)O)cc1COc1cccc2cccnc12,9%,-8%,7%,1.0%
Cc1ccc(-n2c(SCC(=O)Nc3cccc(C)c3)nc3c(oc4ccccc43)c2=O)cc1,12%&-6%,-11%[10.9 µM],?,0.6%
O=S1(=O)CCC(NS(=O)(=O)/C=C/c2ccccc2)C1 (stereo not drawn),1%,?,5%,-0.1%
Cc1ccc2oc(=O)c3cnn(CC(=O)NCCN(C)C)c3c2c1,7%,-6%,-14%,1.8%
O=C(COc1cccc2c1CCN(Cc1ccc(Br)cc1)C2=O)NCc1ccco1,-19%,·,-10%,·
CS(=O)(=O)N1CCC2(CC1)CN(C(=O)Nc1ccccc1)C2,-7%,·,-2%,4.1%[11.4 µM]
Cc1ccc(-c2nn(-c3ccccc3)c3[nH]c(=O)c(CNCCN(C)C)cc23)cc1,7%,-9%,-9%,1.1%
CCC(=O)N1CCc2cc(S(=O)(=O)CCC(=O)Nc3ccc(CC)cc3)ccc21,2%,-14%,10%,-1.2%
COc1ccccc1N1CCN(C(=O)c2cc(-c3ccco3)on2)CC1,3%,-10%,-5%,-4.9%
Cc1ccc(NC(=O)C2CCN(C(=O)c3sc4nc[nH]c(=O)c4c3C)CC2)cc1F,16%,11%[10.9 µM],-21%,-3.8%
Cc1nc(/N=C\N(C)C)sc1C(=O)Nc1ccccc1,-5%,-16%,6%,3.1%
Cc1ccc(C(C(=O)NC2CCCCC2)N(CCC(C)C)C(=O)CNC(=O)c2ccco2)o1 (stereo not drawn),0%,-9%,-10%,1.9%
Cc1ccc(S(=O)(=O)N(CC(=O)Nc2ccc(Cl)cc2Cl)c2ccccc2C)cc1,1%,-15%[10.9 µM],13%,2.5%
O=C(CCc1cn(Cc2ccccc2F)c2ccccc12)NCc1ccc(Cl)cc1,-5%,-19%[10.9 µM],-29%,?
O=C(c1cc2cc3ccc(Cl)cc3nc2o1)N1CCN(c2cccc(Cl)c2)CC1,-6%,-5%[10.9 µM],16%,-4.0%
COc1cc2c(cc1NC(=O)COc1ccc(Cl)cc1Br)oc1ccccc12,3%,5%[10.9 µM],16%,1.6%
COc1ccc(CN2CCN(C(=O)c3cccnc3)CC2)cc1Br,-2%,·,2%,-0.9%
CN(/N=C/c1cccs1)c1cc(=O)n(C)c(=O)[nH]1,-18%,·,-2%,·
CC(C)OCCCNC(=O)c1cc2c(-c3ccc(Cl)cc3)nn(C)c2s1,-7%,-8%[10.9 µM],-12%,?
CCOc1ccc(-n2c(=S)sc3c(=O)[nH]c(SCC(=O)NCc4ccco4)nc32)cc1,5%,-3%,13%,5.0%
Cc1cccc(N2CCN(C(=O)c3cc4c(=O)n(C)c5ccccc5c4s3)CC2C)c1 (stereo not drawn),9%,2%[10.9 µM],3%,?
c1ccc(Cn2ncc3c(N4CCOCC4)ncnc32)cc1,-10%,·,-9%,·
Cc1c(N=Cc2cccs2)c(=O)n(-c2ccccc2)n1C,3%,-8%,1%,0.8%
Cc1cc(CN2CCN(c3ccc(F)cc3)CC2)cs1,-7%,12%[10.9 µM],-11%,0.1%
CCOC(=O)c1ccccc1NC(=O)c1ccc(Cl)c(S(=O)(=O)N2CCOCC2)c1,1%,-4%,1%,1.0%
COc1cc(-c2nnc(CSc3nnc(Nc4ccc(Oc5ccccc5)cc4)s3)o2)cc(OC)c1OC,-12%,·,12%,·
CCn1ccc2cc(S(=O)(=O)N3CCCN(C(=O)NCC(=O)OC)CC3)ccc21,14%,-7%[10.9 µM],-11%,-0.8%
O=C(Nc1ccc(F)cc1)c1csc2c1CCCCC2,16µM*,-7%[10.9 µM],?,-0.1%
CC(=O)c1cccc(NC(=O)C2CCCN2S(=O)(=O)c2cccc3cccnc23)c1 (stereo not drawn),1%,-21%,-7%,-1.3%
CCCCOc1ccccc1C1CC(=O)Nc2ccc3ccccc3c21 (stereo not drawn),19%,-10%[10.9 µM],?,?
CCN1CCN(C(c2ccccc2)c2nnnn2CCc2ccc(OC)c(OC)c2)CC1 (stereo not drawn),5%,-10%,4%,0.0%
COC(=O)[C@@]1(Cc2ccc(OC)cc2)[C@H]2c3cc(C(=O)N4CCCC4)n(Cc4ccc(O)c(OC)c4)c3C[C@H]2CN1C(=O)c1ccccc1,23%,-10%,-1%,·

# Pulled by compound from the list above (6):
SMILES,p53ts 32C kill,Imprint erasure,p53ts 39C kill,IkB signaling
Cc1c(N=Cc2cccs2)c(=O)n(-c2ccccc2)n1C,3%,-8%,1%,0.8%
Cc1ccc(NC(=O)C2CCN(C(=O)c3sc4nc[nH]c(=O)c4c3C)CC2)cc1F,16%,11%[10.9 µM],-21%,-3.8%
c1ccc(Cn2ncc3c(N4CCOCC4)ncnc32)cc1,-10%,·,-9%,·
COc1cc2c(cc1NC(=O)COc1ccc(Cl)cc1Br)oc1ccccc12,3%,5%[10.9 µM],16%,1.6%
O=C(CCc1cn(Cc2ccccc2F)c2ccccc12)NCc1ccc(Cl)cc1,-5%,-19%[10.9 µM],-29%,?
COc1ccc(CN2CCN(C(=O)c3cccnc3)CC2)cc1Br,-2%,·,2%,-0.9%
